Thrombin inh: thrombin (human) inhibition; 220,000 compounds, 0.26% hits; inhibition, % at 5 µM; P00734; alpha-thrombin, Boc-VPR-AMC fluorogenic substrate cleavage; AID 1046;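 active = inhibition at or above 40%; inactive = inhibition below 40%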;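 note: 0% = enzyme with no compound and 100% = wells without enzyme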
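Material: human alpha-thrombin protein; Also added: Boc-VPR-AMC substrate, 15 µM final; Timing: enzyme reaction carried out at room temperature; Signal: fluorescence, ex 355 nm, em 460 nm; Measure: % inhibition of thrombin; Controls: enzyme without compound as high, wells lacking enzyme as low.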
Furin inhibitor: inhibitors of human furin | purified furin, fluorogenic substrate cleavage | 220,000 compounds, 0.061% hits | inhibition, % at 30 µM; in the data active = inhibition above about 25%; note: inactives centre near -15
Target sequence (P09958 108-714 limits assumed): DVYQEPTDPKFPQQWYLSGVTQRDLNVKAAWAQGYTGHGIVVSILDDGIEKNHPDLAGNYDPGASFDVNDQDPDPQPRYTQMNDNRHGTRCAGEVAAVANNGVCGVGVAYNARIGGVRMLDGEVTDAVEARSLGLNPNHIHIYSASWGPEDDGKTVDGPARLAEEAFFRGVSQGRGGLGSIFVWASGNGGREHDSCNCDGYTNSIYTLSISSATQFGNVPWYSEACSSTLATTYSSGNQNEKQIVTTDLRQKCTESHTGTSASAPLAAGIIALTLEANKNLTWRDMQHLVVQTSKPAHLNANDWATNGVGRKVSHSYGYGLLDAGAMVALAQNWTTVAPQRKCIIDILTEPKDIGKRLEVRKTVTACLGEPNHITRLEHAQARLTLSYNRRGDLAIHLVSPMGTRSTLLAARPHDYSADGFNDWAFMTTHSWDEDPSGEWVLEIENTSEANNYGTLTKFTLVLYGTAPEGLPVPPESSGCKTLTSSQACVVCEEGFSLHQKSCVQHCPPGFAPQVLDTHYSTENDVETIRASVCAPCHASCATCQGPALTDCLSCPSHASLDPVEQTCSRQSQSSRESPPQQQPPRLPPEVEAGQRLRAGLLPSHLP
PPC-1+TRAIL kill: compounds killing PPC-1 cancer cells with TRAIL present (potentiator screen, no TRAIL-free arm) | PPC-1 cells + TRAIL, ATPLite viability luminescence | cell killing (% activity), % at 4 µM | 220,000 compounds, 0.41% hits;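 active = cell killing above 50% in the first pass at 4 µM, then a duplicate retest at 5 µM averaging 50% or more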;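 note: plate controls were cells with TRAIL plus DMSO for no effect and medium-only wells lacking cells for full effect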
Calpain2 inh: calpain II (pig) inhibition | purified calpain II, fluorogenic peptide substrate, 30 min | inhibition, % at 16 µM | 220,000 compounds, 0.37% hits;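 active = inhibition above about 50%, limit read from the data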
Cl transport mod: KCC2 (human) Cl- transport modulation. KCC2 cells, thallium flux FluoZin-2 fluorescence. AID 1456. 190,000 compounds, 2.2% hits. B-score of Tl+ flux slope (higher = more flux/activation; lower = inhibition) at 10 µM;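 active = thallium flux slope and its plate-corrected score both differing from the plate sample mean at a set confidence after two filtering rounds, in either direction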;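 note: slope of fluorescence scaled to starting intensity during 10 to 20 s after thallium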
EBV gp42 inh: blocks Epstein-Barr virus glycoprotein 42 binding; AID 1085; 220,000 compounds, 0.42% hits; Q1HVG2; inhibition, % (tested at 21.74 µM); Fluorescence polarization binding assay, mP read-out; in the data active = inhibition above about 50%
Target sequence (Q1HVG2 whole entry, looked up): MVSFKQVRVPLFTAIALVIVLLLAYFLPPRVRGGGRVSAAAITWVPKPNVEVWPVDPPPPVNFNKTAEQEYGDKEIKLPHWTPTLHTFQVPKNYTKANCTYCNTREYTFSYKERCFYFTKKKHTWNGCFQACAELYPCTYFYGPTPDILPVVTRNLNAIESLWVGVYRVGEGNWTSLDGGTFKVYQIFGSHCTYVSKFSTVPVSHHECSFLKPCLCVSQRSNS
TRPN1 ag: agonists of zebrafish TRPN1 channel; HEK293 zebrafish TRPN1-YFP, Fluo-8 calcium fluorescence; 100% = response to 87 µM carbachol; activation, % at 3 µM; 220,000 compounds, 0.18% hits; AID 1424;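 active = activation above its plate's cutoff, the mean activation of test wells on that plate plus 3 SD, cut at about 19% in these data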;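 note: 0% = DMSO alone and 100% = 87 µM carbachol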
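Material: zebrafish TRPN1-YFP in HEK293 cells. Doses: one dose of 3 µM, 0.3% DMSO. Incubation: dye 1 h 37 °C plus 30 min RT. Measured by: intracellular calcium fluorescence with Fluo-8.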
TRPML3 agonist: agonists of human TRPML3 channel | Q8TDD5 | HEK293 TRPML3-YFP, Fluo-8 calcium fluorescence; 100% = the carbachol control signal | activation, % at 3 µM | 220,000 compounds, 0.29% hits | AID 1448;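 active = activation above its plate's cutoff, the mean activation of the plate's test wells plus 3 SD, cut at about 12% in these data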;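 note: 0% = DMSO only wells and 100% = carbachol wells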
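Material: TRPML3-YFP stable HEK293 cells | Dosing: One concentration, 3 µM nominal, 0.3% DMSO | Timing: 125 s total fluorescence read per well | Technique: Fluo-8 calcium dye fluorescence, ex 470-495, em 515-575 nm | Measure: Percent activation from peak-to-basal fluorescence ratio, scaled between DMSO and carbachol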
Tb hexokinase: T. brucei hexokinase 1 inhibition | recombinant TbHK1, G6PDH-coupled NADH A340 | inhibition, % at 10 µM | 220,000 compounds, 0.11% hits;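 active = inhibition of 50% or more in the single-dose primary screen; inactive = inhibition below 50%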
An asterisk follows results filed as active; / = not tested or not shown; [ ] = dose if it differs, or a comment.

SMILES	Thrombin inh	Furin inhibitor	PPC-1+TRAIL kill	Calpain2 inh	Cl transport mod	EBV gp42 inh	TRPN1 ag	TRPML3 agonist	Tb hexokinase
CC1CCN(CC(=O)Nc2ccc(N3CCCCCC3)cc2)CC1	2	-8	-16	13	0.76	-6	0.9	1.0	-2
CC1CCCCC1NC(=O)C1CC=CCC1C(=O)O (stereo not drawn)	-12	-6	12	5	-0.33	9	-0.1	0.7	33
O=C(COC(=O)Cc1cccc(C(F)(F)F)c1)NC1CC1	-25	-23	5	-17	0.1	0	0.0	-0.4	3
CCOC(=O)N1CCC(NC(=O)CNS(=O)(=O)c2ccc(Br)s2)CC1	-8	-19	3	16	-0.36	-5	0.7	0.5	-5
Cc1cc(=O)[nH]c(SCC(=O)Nc2ccc(S(=O)(=O)N3CCCCC3)cc2)n1	1	-11[20 µM]	-11	-4	-0.21	-20	-0.5	0.8	-5
CCCCNC(=O)COC(=O)c1ccc(SC)cc1OC	10	-30	8	-10	-0.5	-33	0.4	-0.3	2
O=C(CSC1=NCCS1)N1CCN(c2ccc(Cl)cc2)CC1	5	-15[20 µM]	8	-2	-1.2	-17	7.8	3.0	-6
O=C(c1cccnc1)N(c1cc2sc(=O)oc2c2ccccc12)S(=O)(=O)c1ccccc1	2	4	22	14	2.2	2	-0.6	-0.8	35
CCOC(=O)N1CCC(N2C(=O)c3ccc(C(=O)NCc4ccc(F)cc4)cc3C2=O)CC1	-7	-4	9	20	-1.1	7	1.2	0.6	9
CCn1ncc(/C=N/NC(=O)c2ccc3c(c2)OCO3)c1C	-5	-28[20 µM]	5	5	0.59	1	1.1	0.6	-11
COc1ccc(N2CCN(C(=O)Cn3nnc(-c4ccc(N(C)C)cc4)n3)CC2)cc1	10	-17	25	12	1.1	-4	0.1	0.5	-3
Cc1cccc(C)c1OC(=O)C(c1ccccc1)c1ccccc1	-2	-20	34	7	-0.84	-2	-0.8	-0.1	3
Cc1c(-c2ccccc2)[nH]n2c(=O)c3c(nc12)CCCC3	-5	-14	21	-47	1.6	-8	-1.0	0.8	-8
COC(=O)C1=C(N)OC2=C(C(=O)CC(C)(C)C2)C1c1cccs1 (stereo not drawn)	-6	-6	-12	13	-1.6	0	-0.3	0.3	-4
Nc1c(-c2ccccc2)c(CN2CCOCC2)nn1-c1cccc([N+](=O)[O-])c1	-2	-25	5	-11	-0.81	-11	0.7	1.1	-4

At a glance, some entries already given:
SMILES	Thrombin inh	Furin inhibitor	PPC-1+TRAIL kill	Calpain2 inh	Cl transport mod	EBV gp42 inh	TRPN1 ag	TRPML3 agonist	Tb hexokinase
COC(=O)C1=C(N)OC2=C(C(=O)CC(C)(C)C2)C1c1cccs1 (stereo not drawn)	-6	-6	-12	13	-1.6	0	-0.3	0.3	-4
Nc1c(-c2ccccc2)c(CN2CCOCC2)nn1-c1cccc([N+](=O)[O-])c1	-2	-25	5	-11	-0.81	-11	0.7	1.1	-4

Following part:
SMILES	Thrombin inh	Furin inhibitor	PPC-1+TRAIL kill	Calpain2 inh	Cl transport mod	EBV gp42 inh	TRPN1 ag	TRPML3 agonist	Tb hexokinase
CCOc1ccc(CNc2ccc(N3CCCC3)cc2)cc1	1	-12[20 µM]	27	-27	1.1	-5	0.2	0.0	7
CCCn1c(SCC(=O)c2ccc3c(c2)OCCO3)nnc1-c1ccco1	0	-10	-17	3	-1.7	-1	1.0	0.4	-2
CCOC(=O)c1cn(CC(=O)Nc2cccc(Cl)c2C)nn1	-3	-14[20 µM]	4	-11	/	-4	1.5	0.0	2
O=S(=O)(NCCc1ccccc1)c1ccc(S(=O)(=O)N2CCCCC2)cc1	3	-27	-5	4	0.17	-10	2.1	-0.2	0
CCN(CC)S(=O)(=O)c1ccc(Cl)c(NC(=O)COc2ccc3c(C)cc(=O)oc3c2)c1	0	-29	26	0	-0.2	-13	-0.3	-0.4	-16
Cc1cc(N2C(=O)CC(C(C)c3ccccc3)C2=O)no1 (stereo not drawn)	10	-17[20 µM]	10	-17	0.23	-20	-0.8	-0.1	-4
COc1ccc(N(CC(=O)NCc2ccncc2)S(=O)(=O)c2ccccc2[N+](=O)[O-])c(OC)c1	-13	-24	/	-22	0.019	-8	0.7	0.6	2
Cc1cccc(CSc2ccc3nnc(-c4ccccn4)n3n2)c1	3	-19	7	6	-1.1	1	-0.7	-0.7	-1
CN(C)C(=O)CN(c1ccc2c(c1)OCO2)S(C)(=O)=O	-1	-7[20 µM]	-6	-15	0.26	-16	-0.2	-1.4	2
COc1ccc(C(C)=O)cc1COc1ccc(Cl)cc1Cl	4	-11	1	25	0.14	-2	-1.0	-0.6	-4
CCn1c(=O)cc(OCC(=O)N(C)C2CCCCC2)c2ccccc21	0	-14	-12	29	-0.33	-19	1.6	-1.2	2
CC(=O)Nc1ccccc1OCC(=O)NC(C)c1ccccc1 (stereo not drawn)	-4	-17	-5	-11	1.1	-5	1.4	0.2	13
Nc1ccc(N=Nc2ccccc2Cl)c(N)n1	1	-9	14	-5	-0.81	11	-2.8	-0.7	-12
O=c1[nH]c(=O)c2nnc(N/N=C\c3ccc(O)cc3)nc2[nH]1	-4	-12	11	-7	0.73	7	1.2	1.0	-7
COCCn1c(C)cc(C(=O)CSc2nc3ccccc3c(=O)n2C(C)COC)c1C (stereo not drawn)	-3	-9	-13	-26	-1.9	7	-2.8	0.3	-8
S=C(NCc1ccccc1)NCc1ccc2c(c1)OCO2	-15	-17	7	10	0.055	-2	0.7	-0.8	5
CCc1cccc(CC)c1NC(=O)COC(=O)/C(C#N)=C/c1ccc(OC)cc1	-7	-4	19	-23	0.49	-53	-0.6	0.7	26
Cc1ccccc1NC(=O)c1ccc2c(c1)OCCO2	-5	-12[20 µM]	21[5 µM]	-11	0.99	-21	2.0	1.1	-5
NC(=O)CSc1nnc(C2CC2)n1-c1ccccc1	9	-8[20 µM]	13	4	-0.58	-5	0.2	0.5	2
Cc1cc(C)c2cc(CN(CCN(C)C)C(=O)Nc3ccccc3Cl)c(=O)[nH]c2c1	1	-18	6	-6	0.89	-8	-0.1	-0.8	13
CCOC(=O)C1(CCc2ccccc2)CCN(C(=O)c2occc2C)CC1	0	-17	5	7	/	1	-2.6	-0.7	-4
CC(/C=N/NC(=O)c1ccc(CN2c3cccc4cccc(c34)S2(=O)=O)cc1)c1ccccc1 (stereo not drawn)	-11	-10	-5	-133	-0.0014	3	3.1	0.7	-4
CCCC(=O)Nc1ccc(N2CCOCC2)cc1	-5	-21[20 µM]	18	-16	/	-10	2.2	0.8	4
COc1ccc(C(=O)Nc2sc3c(c2C(=O)NCc2ccco2)CCCC3)cc1OC	0	-31[20 µM]	6	-489	-1	-4	-0.8	0.0	-18
O=C(c1ccccc1NS(=O)(=O)c1ccc(Br)s1)N1CCOCC1	-1	-16[20 µM]	8	-4	-0.67	-11	0.2	-0.8	0
Cc1cc(N2CCN(c3nc(-c4ccccc4)cs3)CC2)c2ccccc2n1	-9	-6	4	-12	0.26	-12	0.1	0.5	-11
O=C(NCc1ccc(F)cc1)C(=O)NCC(c1ccco1)N1CCOCC1 (stereo not drawn)	2	-17	6	16	0.074	0	0.1	1.4	4
CNCCOc1ccc(Cl)c(Cl)c1	-13	-20	6	-36	-0.49	0	0.9	0.6	-11
Cn1c(=O)n(C)c2cc([N+](=O)[O-])c(N3CCN(C(=O)C(C)(C)C)CC3)cc21	16	-33	20	-29	0.35	-7	3.0	1.7	-12
Cn1c2ccc(Cl)cc2c2nc3ccccc3nc21	-6	-16	6[5 µM]	-65	/	17	-0.1	-0.1	-16

Some of the entries above, set out differently:
Cc1cccc(CSc2ccc3nnc(-c4ccccn4)n3n2)c1
  Thrombin inh: 3; Furin inhibitor: -19; PPC-1+TRAIL kill: 7; Calpain2 inh: 6; Cl transport mod: -1.1; EBV gp42 inh: 1; TRPN1 ag: -0.7; TRPML3 agonist: -0.7; Tb hexokinase: -1
CN(C)C(=O)CN(c1ccc2c(c1)OCO2)S(C)(=O)=O
  Thrombin inh: -1; Furin inhibitor: -7[20 µM]; PPC-1+TRAIL kill: -6; Calpain2 inh: -15; Cl transport mod: 0.26; EBV gp42 inh: -16; TRPN1 ag: -0.2; TRPML3 agonist: -1.4; Tb hexokinase: 2
COc1ccc(C(C)=O)cc1COc1ccc(Cl)cc1Cl
  Thrombin inh: 4; Furin inhibitor: -11; PPC-1+TRAIL kill: 1; Calpain2 inh: 25; Cl transport mod: 0.14; EBV gp42 inh: -2; TRPN1 ag: -1.0; TRPML3 agonist: -0.6; Tb hexokinase: -4
CCn1c(=O)cc(OCC(=O)N(C)C2CCCCC2)c2ccccc21
  Thrombin inh: 0; Furin inhibitor: -14; PPC-1+TRAIL kill: -12; Calpain2 inh: 29; Cl transport mod: -0.33; EBV gp42 inh: -19; TRPN1 ag: 1.6; TRPML3 agonist: -1.2; Tb hexokinase: 2

Remaining list, next part
SMILES	Thrombin inh	Furin inhibitor	PPC-1+TRAIL kill	Calpain2 inh	Cl transport mod	EBV gp42 inh	TRPN1 ag	TRPML3 agonist	Tb hexokinase
COc1cccc(NC(=O)Cn2nnc(C(=O)Nc3ccccc3)c2N)c1	9	-20	15	8	/	3	-0.6	-0.4	2
CC(C)(C)NC(=O)CSc1nccn1Cc1ccccc1	-11	-9	13	4	/	-6	1.4	-0.1	-4
COc1ccc(S(=O)(=O)N2CCN(CC(=O)Nc3cc(OC)cc(OC)c3)CC2)cc1	2	-22	10	-21	0.24	-9	-1.2	-0.3	-3
NC(=O)C1CCN(c2nc(-c3ccc(Br)cc3)cs2)CC1	-1	-16	22	3	-0.63	-5	1.4	0.9	-4
CSc1c(CC(=O)Nc2ccc(F)cc2)n(Cc2ccccc2)c2ccccc12	-11	-19	11	-10	0.38	-7	0.7	-0.3	-12
COc1ccc([N+](=O)[O-])cc1N(CC(O)CN1CCCCC1)S(=O)(=O)c1ccc(C)cc1 (stereo not drawn)	-4	-26	/	10	0.012	-13	-0.2	0.4	-2
CC(C)C(=O)Nc1ccc(C(=O)NCc2cccnc2)cc1	-2	-26[20 µM]	5	25	0.67	3	-1.3	0.2	1
O=C(CN1CCN(S(=O)(=O)c2ccccc2)CC1)NC(=O)NCc1ccco1	1	-32	15	-18	-0.13	-4	0.3	0.4	-10
CCOC(=O)Cc1csc(/C(=N/O)C(N)=O)n1	-4	-20[20 µM]	8	-45	0.19	2	2.7	0.6	-7
Cn1c2ccccc2c2cc(C(=O)NNC(=O)CCl)sc21	5	-17	1	28	-1.9	6	-0.2	0.3	-35
CC(C)(C)c1nc(SCC(=O)N2CCCC2)c2ccccc2n1	-8	-6	/	-6	-0.026	5	2.6	-0.4	-8
COc1cccc(/C=N/NC(=O)CN2C(=O)NC3NC(=O)NC32)c1 (stereo not drawn)	-9	-18	9	-7	-1	5	-0.8	1.3	1
Cc1cccc(NC(=S)N2CCN(Cc3ccc4c(c3)OCO4)CC2)c1C	-5	-15[20 µM]	3	-5	0.23	-14	-0.3	1.2	-1
